# Screens from PubChem BioAssay.
# FN deposit inh: fibronectin deposition inhibition; AH1F fibroblasts, Alexa488-fibronectin deposition fluorescence, overnight; 350,000 compounds, 0.086% hits; inhibition, % at 12.6 µM;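 active = mean inhibition across replicates of 30% or more, regardless of how many single replicates reach that level; inconclusive = mean under 30% yet at least half of replicates reach 30%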;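 note: positive control wells lacked labelled fibronectin entirely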
#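 Material: AH1F fibroblast monolayer depositing Alexa488-labelled fibronectin into matrix | Input: 10000 AH1F cells/well | Medium: DMEM plus 2% serum, read in PBS | Reagent: Alexa488-fibronectin, 24 nM final in well | Compound dosing: One dose per compound, pinned | Schedule: 1 h adhesion, overnight exposure | Measured by: Fluorescence at 485 nm excitation, 525 nm emission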
# LGR2 inh: blocks bursicon-induced cAMP signaling via Drosophila LGR2; AID 720647; HEK293 LGR2, CRE-luciferase, bursicon-stimulated, 4 h; inhibition, % at 9.99 µM; 380,000 compounds, 0.35% hits;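 active = drop in luminescence signal, shown as inhibition above about 50% in the replicate tests, limit read from the data, passing the limit was not always enough; inconclusive = probably only some replicates passing the limit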;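 note: agonist challenge used bursicon conditioned medium at about half maximal strength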
# Casp6 inh: blocks human caspase-6 cleavage activity. P55212. purified caspase-6, Z-VEID-R110 cleavage fluorescence. inhibition, % at 12.5 µM. 350,000 compounds, 0.53% hits;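 active = mean inhibition across replicates at least about 35%, with every replicate also reaching that limit, limit read from the data; inconclusive = only one of the two criteria met; inactive = neither criterion met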;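 note: 0% = median of neutral control wells and 100% = no fluorescence left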
# Target sequence (P55212 24-179 limits assumed): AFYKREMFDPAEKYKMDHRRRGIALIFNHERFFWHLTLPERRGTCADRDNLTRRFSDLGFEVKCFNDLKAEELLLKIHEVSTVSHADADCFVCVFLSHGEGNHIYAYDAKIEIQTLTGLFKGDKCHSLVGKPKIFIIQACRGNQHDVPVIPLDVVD
# Target sequence (P55212 194-293 limits assumed): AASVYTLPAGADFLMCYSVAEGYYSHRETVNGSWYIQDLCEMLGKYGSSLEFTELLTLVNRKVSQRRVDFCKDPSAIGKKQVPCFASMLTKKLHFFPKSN
# PAX8 reporter: lowers PAX8-driven luciferase in RMG-I cells; RMG-I TPO-luciferase reporter, SteadyGlo, 24 h; inhibition, % at 12.6 µM; 360,000 compounds, 1.2% hits; AID 652154;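 active = mean replicate inhibition at least 60% with every replicate also reaching 60%; inconclusive = only one of the two criteria is met; inactive = mean below 60% and not all replicates reaching 60%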;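 note: luciferase light reporting Pax8 driven TPO promoter activity; plate controls were median of neutral control wells for no effect and mitoxantrone controls for full effect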
# Cneo AK release: causes C. neoformans cell lysis; adenylate kinase release luminescence, 4 h; normalised: neutral wells 0, clomiphene wells 100; lysis activity, % at 15 µM; 360,000 compounds, 0.2% hits;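 active = mean lysis activity across replicates of at least 80%, whatever share of replicates individually reach that level; inactive = mean lysis activity below 80%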
#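 Assay system: C. neoformans cells. Amount: yeast cell density of 5 × 10^6 cells/mL. Technique: AK luminescence. Buffer or medium: YPD. Times: static 4 h at 37 °C with compound, 1 h detection. Dosing: single-point compound dose. Read-out: lysis from increased AK signal.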
# miR-122 sensor: inhibitors of miR-122 in Huh7 cells; Huh7 miR-122 Renilla luciferase sensor, 48 h; neutral wells = 0, positive control = 100; 340,000 compounds, 0.3% hits; AID 602342; activation (reporter increase), % at 12.5 µM;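 active = mean replicate activation score at least 90 and every replicate individually at or above 90; inconclusive = only one of the two criteria met; inactive = neither criterion met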;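 note: higher luciferase means less miR-122 activity so hits act as miR-122 inhibitors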
# PGC1a acetyl inh: PGC1a acetylation modulation, inhibitor mode; U2OS PGC1a acetylation, AlphaScreen anti-acetyl-lysine; with virally co-expressed GCN5 acetyltransferase; inhibition, % at 15.6 µM; 350,000 compounds, 0.17% hits;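 active = every replicate shows inhibition of at least 40%; inconclusive = mean inhibition at least 40% but some replicate below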;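 note: 0% = neutral control wells and 100% = positive control wells; some results beyond the cut were filed as inactive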
# EWS-Fli inh: inhibitors of EWS/Fli oncoprotein transcriptional activity | A673 NR0B1-luciferase reporter, viability-normalised | inhibition, % at 12.6 µM | 350,000 compounds, 0.67% hits;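 active = mean inhibition of at least 50% after viability correction, with every replicate also passing that limit; inconclusive = mean reaches 50% but only one of two replicates passes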;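 note: firefly luciferase signal divided by Alamar Blue viability fluorescence both relative to DMSO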
# Numbers without * were called inactive; u = inconclusive; x = not tested or not shown; [ ] = remark or other dose.
SMILES,FN deposit inh,LGR2 inh,Casp6 inh,PAX8 reporter,Cneo AK release,miR-122 sensor,PGC1a acetyl inh,EWS-Fli inh
O=C(Nc1ccc2c(c1)OCO2)C1Cc2ccccc2CN1S(=O)(=O)c1cccs1 (configuration not stated),-7.5,x,x,-7.1,-0.5,0.4,1.6,x
COCC(=O)N1CCCCN2[C@H](CO)[C@@H](c3ccc(-c4ccc(F)cc4)cc3)[C@@H]2C1,x,-0.2,2.4,11.3,-1.5,5.1[16.7 µM],2.1,x
COc1cc(C(=O)NCCOc2ccccc2)c(Br)c(OC)c1OC,6.2,x,x,0.8,1.0,-3.3,4.0,x
C[C@H]1CN([C@@H](C)CO)C(=O)c2cc(-c3cncnc3)cnc2O[C@@H]1CN(C)C(=O)c1ccccc1F,x,15.3,1.5,x,1.1,-6.1[16.7 µM],-10.3,-11.4
COC(=O)c1ccc(CNC(=O)CNC(=O)c2sc3ccccc3c2Cl)cc1,-1.7,4.3,-8.4,-4.0,4.4,-2.1,8.3,4.0
C[C@H]1CN([C@@H](C)CO)C(=O)Cc2cc(NC(=O)C3CCCCC3)ccc2O[C@@H]1CN(C)CC1CC1,-10.9,-7.0,-0.7,9.9,-4.9,-0.1[16.7 µM],-2.7,-5.0
CCOc1ccccc1N1C(=O)CC(Sc2n[nH]c(-c3ccccc3)n2)C1=O (configuration not stated),-19.4,-7.7,2.1,14.4,x,x,-16.2,-5.3
COc1ccc(C)cc1NC(=O)Nc1cnccn1,x,-1.7,1.0,-4.8,x,x,7.3,8.0
COc1cccc(C(=O)NCCS(=O)(=O)N2CCCCCC2)c1,2.8,-6.2,-80.7,x,-1.8,-5.4,-13.1,-5.1
CC1=CC2=NC(=O)/C(=C\c3cccn3CCOc3ccc(C)c(C)c3)C(=N)N2O1,2.0,-3.6,x,-35.7,2.4,u,x,x
Cc1ccccc1C(=O)Nc1c2c(nc3ccccc13)CCCC2,-0.8,-9.6,0.6,6.2,-2.1,5.5,2.3,-5.5
COC(=O)c1ccc(COc2ccccc2/C=C(\C#N)C(=O)Nc2ccccc2C)cc1,x,-18.5,x,x,1.8,3.7,2.3,x
COc1cc(O)c(C(CC(=O)N2CCOCC2)c2ccc3c(c2)OCO3)c(OC)c1 (configuration not stated),6.5,16.8,3.4,-14.9,-0.6,2.6,-2.7,3.3
CC(C)(CNc1ccc([N+](=O)[O-])cc1Cl)N1CCOCC1,-0.9,-6.3,-0.8,3.9,-3.1,-6.8,-7.4,9.6
C[C@H](CO)N1C[C@H](C)[C@@H](CN(C)Cc2ccc(C(=O)Nc3ccccc3N)cc2)Oc2ccc(N(C)C)cc2CC1=O,-4.8,-14.2,0.5,-36.9,21.6,63.5[16.7 µM],-8.8,43.7
CCCCSCCCNC(=O)Nc1ccc(C)c(C)c1,-8.7,-2.5,5.2,-19.1,x,-0.3,-3.6,7.4
N#C[C@H]1[C@H](c2ccccc2)[C@@H](CO)N1C(=O)Nc1cccc(F)c1,5.9,-14.5,1.4,3.4,-3.5,x,-4.6,4.9
COc1ccc(C(CNC(=O)c2oc3cc(Br)ccc3c2C)N2CCCCC2)cc1 (configuration not stated),12.3,11.1,-0.2,-3.0,4.9,-3.8,x,x
COc1ccccc1CNC(=O)CN1C(=O)NC(c2ccccc2)(c2ccccc2)C1=O,0.6,-15.4,0.6,-6.3,x,-14.3,2.7,5.8
COc1ccc(OC)c(S(=O)(=O)NCc2csc(-c3ccccc3)n2)c1,x,-21.1,x,x,1.1,20.1,-10.9,x
COc1cccc(S(=O)(=O)Nc2ccc3sc(C)nc3c2)c1,-4.2,x,x,x,0.9,17.1,6.0,x
C[C@@H](NC(=O)C[C@@H]1C[C@H]2c3cc(NS(=O)(=O)c4ccc(F)cc4)ccc3O[C@H]2[C@@H](CO)O1)c1ccccc1,8.2,10.4,0.3,-1.6,-1.1,16.2[16.7 µM],1.3,1.9
Cc1cc(C)c(C#N)c(SCc2ccc(C(=O)O)cc2)n1,5.6,32.5,-2.5,14.8,-0.6,6.9,12.8,-4.7
CCCC1COC(Cn2cncn2)(c2ccc(C)cc2)O1 (configuration not stated),x,4.4,2.3,x,-1.3,-3.3,-10.2,6.6
COc1ccccc1NC(=O)C(C)OC(=O)COc1cccc2c1OC(C)(C)C2 (configuration not stated),x,-2.1,-1.4,-4.0,2.1,-0.9,-12.9,-0.5
COc1ccc(C2CC(c3ccccc3)Nc3nc(NS(C)(=O)=O)nn32)cc1 (configuration not stated),-1.4,-25.1,0.3,-1.4,2.2,0.2,-10.0,-6.9
CCCCOc1ccc(CCC(=O)N/N=C/c2ccco2)cc1,-11.3,3.1,-3.3,13.2,-3.7,-2.5,3.7,-5.7
COc1cccc(-c2ccc3c(c2)O[C@@H](CN(C)C(=O)C2CCCCC2)[C@H](C)CN([C@H](C)CO)S3(=O)=O)c1,x,18.8,2.4,6.6,-3.0,11.3[16.7 µM],-13.5,14.0
CO[C@H]1CN(C)C(=O)c2ccc(NC(=O)C3CCC3)cc2OC[C@@H](C)N(Cc2ccccn2)C[C@@H]1C,-5.0,-1.2,0.9,3.4,5.6,x,-4.2,2.7
COCC(=O)N(C)C[C@@H]1Oc2cc(C#Cc3cccnc3)ccc2S(=O)(=O)N([C@@H](C)CO)C[C@H]1C,x,14.0,3.2,-0.5,54.5,-22.4[16.7 µM],-0.5,1.7
Cc1c(C(=O)N2CCCCC2CCN2CCCC2=O)oc2c(F)cccc12 (configuration not stated),-3.5,5.3,1.6,-5.1,7.8,x,x,x
O=C(CC[C@H]1O[C@@H](n2cnc3c(NC(=O)c4ccccc4)ncnc32)[C@H](O)[C@@H]1O)NCC1CCCCC1,4.7,1.8,-2.8,-2.8,0.3,-3.6,0.5,-5.2
Cc1ccccc1NC(=S)NC(C)C(c1ccccc1)N1CCN(C)CC1 (configuration not stated),-5.7,4.9,2.2,-16.3,x,x,-0.9,12.4
CCN(CC)C(=O)c1ccccc1NS(=O)(=O)c1cccs1,1.5,-6.7,-1.0,-0.4,-1.0,11.1,-0.6,x
COc1ccc(NC(=O)Nc2cccc3c2O[C@H](CN(C)S(=O)(=O)c2ccc(C)cc2)[C@@H](C)CN([C@@H](C)CO)C3=O)cc1,x,21.7,2.6,4.8,-2.2,3.3[16.7 µM],2.8,-17.0
CC(=O)Nc1ccc(S(=O)(=O)N2CCN(C(=O)c3ncoc3-c3ccccc3C)CC2)cc1,2.6,2.2,0.4,17.1,7.7,-3.4,x,4.5
COc1c(C)cc(C(O)c2ncc(-c3cccc(F)c3)[nH]2)cc1C (configuration not stated),7.0,8.1,3.5,7.5,-1.4,14.0,-15.3,8.0
C[C@@H]1CN([C@H](C)CO)C(=O)c2cc(NC(=O)c3ccncc3)ccc2O[C@@H]1CN(C)Cc1ccc(C(F)(F)F)cc1,x,18.7,5.3,12.9,-5.0,61.5[16.7 µM],-4.8,6.4
CC(=O)c1ccccc1NC(=O)COC(=O)CN1C(=O)C2CCCCC2C1=O (configuration not stated),1.5,0.8,0.8,3.1,0.9,1.9,-4.7,6.0
C#CCOc1ccc(/C=C2/C(=O)ON=C2C)cc1OCC,-1.1,-12.5,8.2,1.3,-4.0,x,2.6,12.9
COCC#Cc1ccc([C@@H]2[C@H](CO)N3CCCCN(Cc4cncnc4)C[C@@H]23)cc1,x,5.4,0.3,6.8,-0.2,-0.4[16.7 µM],-2.3,-4.1
S=c1[nH]nc(-c2ccc(Cl)cc2Cl)n1-c1ccc(Cl)cc1,-9.9,3.7,4.3,4.8,2.1,-15.2,x,-1.9
COc1ccc(C(=O)OCC(=O)Nc2ccc3[nH]c(=O)[nH]c3c2)cc1,5.0,2.0,1.5,x,3.3,1.2,x,0.5
COc1cccc(C(NC(C)=O)c2nc(-c3cccc(C(F)(F)F)c3)cs2)c1 (configuration not stated),5.3,-0.6,1.7,-8.9,-1.3,-1.7,x,-18.9
COc1ccc(CC(N)c2csc(Nc3ccc(C(=O)c4ccccc4)cc3)n2)cc1 (configuration not stated),15.6,x,-6.3,16.7,7.8,-5.1,-3.2,17.0
O=C(c1ccc(-n2cncn2)c([N+](=O)[O-])c1)N1CCN(S(=O)(=O)c2ccccc2F)CC1,-3.3,6.9,2.7,-26.5,x,-5.1,x,-13.5
COc1ccc(-c2cnn3c4c(c(C)nc23)CCN4C2CCCC2)cc1OC,6.0,x,x,-14.7,-2.4,4.9,-0.6,x
COc1cc(/C=C2\SC(=S)N(C(Cc3ccccc3)C(=O)O)C2=O)ccc1O (configuration not stated),15.1,-14.1,11.5,-0.4,x,x,-6.5,-18.3
CCOc1ccc(NC(=O)CSc2nnc(Cc3csc(C)n3)o2)cc1,-5.3,2.5,1.8,3.2,3.0,-3.8,13.2,x
OC1(c2ccc(OC(F)F)cc2)CSC(=Nc2cccnc2)N1C1CC1 (configuration not stated),8.7,x,x,6.9,-1.6,-4.5,-10.4,x

# Profiles, looked up by structure. Screens in order: FN deposit inh | LGR2 inh | Casp6 inh | PAX8 reporter | Cneo AK release | miR-122 sensor | PGC1a acetyl inh | EWS-Fli inh
# `S=c1[nH]nc(-c2ccc(Cl)cc2Cl)n1-c1ccc(Cl)cc1` in the list: -9.9 | 3.7 | 4.3 | 4.8 | 2.1 | -15.2 | x | -1.9
# `O=C(c1ccc(-n2cncn2)c([N+](=O)[O-])c1)N1CCN(S(=O)(=O)c2ccccc2F)CC1` in the list: -3.3 | 6.9 | 2.7 | -26.5 | x | -5.1 | x | -13.5

# Next part:
SMILES,FN deposit inh,LGR2 inh,Casp6 inh,PAX8 reporter,Cneo AK release,miR-122 sensor,PGC1a acetyl inh,EWS-Fli inh
Cc1ccc(S(=O)(=O)CCC(=O)OC(C)C(=O)NC2CCCCC2C)cc1 (configuration not stated),10.4,-6.2,-2.7,-0.3,3.0,11.4,-0.4,-6.8
COc1ccc(/C=C2\SC(=O)N(CCNC(=O)C3CCN(S(=O)(=O)c4cccs4)CC3)C2=O)cc1,x,-58.8,x,x,8.8,0.1,9.7,x
CCOC(=O)N1CCN(Cc2nc(-c3cccc(C)c3)no2)CC1,x,-17.8,-0.3,x,9.3,-1.1,-0.5,-5.1
CCOc1ccc(C(=O)NCc2cccnc2)cc1,x,-5.6,x,x,-2.1,7.5,-22.8,x
O=C1CSC(c2cccnc2)N1Cc1ccc(Cl)cc1 (configuration not stated),5.5,-7.8,-0.2,-4.6,-0.6,-1.0,x,0.2
C[C@@H]1CN([C@H](C)CO)C(=O)Cc2cc(NC(=O)Nc3cccc4ccccc34)ccc2O[C@@H]1CN(C)Cc1ccc2c(c1)OCO2,x,7.7,0.7,9.9,45.8,-0.7[16.7 µM],-6.1,15.6
CCCC#Cc1ccc2c(c1)[C@@H]1[C@@H](CCN1S(=O)(=O)c1ccc(F)cc1)[C@H](CO)N2,16.9,4.6,1.3,x,x,x,x,-1.5
CN(C)C(C(=O)NC1CCCCC1)c1ccc(Cl)cc1 (configuration not stated),6.5,x,x,x,2.2,3.9,-7.7,x
O=C(Cc1ccccc1)Nc1ccccc1Sc1ccccc1,x,0.9,x,-17.4,-1.5,-5.2,-4.7,x
Cn1c(SCC(=O)NC2CCCC2)nnc1-c1ccncc1,5.0,21.8,x,20.0,-0.1,x,0.3,-2.2
